# Source: PubChem BioAssay (several laboratories)
# TRPC4 potent – positive allosteric modulators of TRPC4, primary screen, cell-based, mouse TRPC4beta, HEK293 mu-opioid, Fluo-4 calcium | DAMGO EC20, Fluo-4 Ca2+ flux; stronger effect = higher value | B-score at 10 µM | actives 0.42% (n = 310,000) | AID 2227, 2009;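 active means B-score of calcium response area above 5 SD of library B-scores, with initial fluorescence ratio within 5 SD of library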;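 further: B-score of integrated fluorescence ratio over time as area under calcium response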
# KCNK3 block – human KCNK3 channel inhibitors, primary screen, CHO cells, FluxOR thallium flux, B-score; actives 0.84% (n = 340,000); Potassium channel subfamily K member 3 (Homo sapiens), O14649; B-score at 10 µM; AID 602410, 2012; FluxOR fluorescence; stronger effect = lower value;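 active means B-score under library mean minus 4 SD, starting fluorescence ratio at most library mean plus 5 SD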;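 further: more negative B-score means stronger inhibition of thallium flux through KCNK3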
# KCNK9 inh – KCNK9 potassium channel inhibitors, primary screen, HEK293 cells, thallium flux; B-score at 10 µM; FluxOR thallium flux fluorescence; stronger effect = lower value; Potassium channel subfamily K member 9 (Homo sapiens), Q9NPC2; actives 1.2% (n = 310,000);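 active means ratio B-score over 3 SD below the library mean, with starting fluorescence within 5 SD of its mean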;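 further: negative B-score means less thallium flux so channel inhibition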
# Target sequence (Q9NPC2 whole entry, looked up): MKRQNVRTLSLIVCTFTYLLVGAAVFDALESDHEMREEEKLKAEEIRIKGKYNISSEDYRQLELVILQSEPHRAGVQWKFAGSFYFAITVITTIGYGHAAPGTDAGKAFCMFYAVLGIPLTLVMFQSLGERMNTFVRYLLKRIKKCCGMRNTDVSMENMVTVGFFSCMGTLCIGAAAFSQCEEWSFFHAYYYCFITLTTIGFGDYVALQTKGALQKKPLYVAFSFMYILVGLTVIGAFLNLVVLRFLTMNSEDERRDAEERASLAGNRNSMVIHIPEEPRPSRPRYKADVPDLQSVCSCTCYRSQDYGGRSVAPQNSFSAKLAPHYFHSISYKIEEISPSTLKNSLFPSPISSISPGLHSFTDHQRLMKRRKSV
# KCNQ1 pot – potentiators or activators of KCNQ1 channel, primary screen, cell-based, thallium flux, high-throughput | B-score at 10 µM | CHO-K1 KCNQ1, thallium flux FluxOR fluorescence; stronger effect = higher value | Potassium voltage-gated channel subfamily KQT member 1 (Homo sapiens), P51787 | actives 0.35% (n = 310,000) | AID 2648, 2010;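 active means fluorescence ratio B-score, a plate-corrected score, at least three library SD, with initial intensity B-score within 5 SD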
# Target sequence (P51787 whole entry, looked up): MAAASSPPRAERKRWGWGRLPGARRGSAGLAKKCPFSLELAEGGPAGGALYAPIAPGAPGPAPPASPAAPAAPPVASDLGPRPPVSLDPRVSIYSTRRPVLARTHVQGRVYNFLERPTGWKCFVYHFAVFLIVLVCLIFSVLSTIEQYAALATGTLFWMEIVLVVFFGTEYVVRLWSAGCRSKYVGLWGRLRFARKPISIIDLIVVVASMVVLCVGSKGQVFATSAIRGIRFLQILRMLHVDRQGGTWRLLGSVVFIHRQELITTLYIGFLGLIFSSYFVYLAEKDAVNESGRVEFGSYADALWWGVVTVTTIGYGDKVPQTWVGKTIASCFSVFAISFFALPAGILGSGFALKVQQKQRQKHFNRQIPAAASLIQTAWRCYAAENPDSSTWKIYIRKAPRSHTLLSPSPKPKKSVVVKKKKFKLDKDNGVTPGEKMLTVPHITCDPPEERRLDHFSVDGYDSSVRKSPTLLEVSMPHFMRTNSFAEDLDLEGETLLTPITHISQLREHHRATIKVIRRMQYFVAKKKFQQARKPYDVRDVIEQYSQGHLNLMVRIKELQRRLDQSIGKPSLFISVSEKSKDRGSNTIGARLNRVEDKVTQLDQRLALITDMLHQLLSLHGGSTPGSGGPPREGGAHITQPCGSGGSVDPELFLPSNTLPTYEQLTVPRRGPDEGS
#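 Assay system: stable KCNQ1 CHO-K1 line; medium: assay buffer, equal DMSO in all wells; timing: 90 min dye loading and 20 min compound exposure, both at room temperature; technique: kinetic FluxOR thallium fluorescence, 10-s 1-Hz baseline, 110-s post-stimulus read; read-out basis: B score of baseline-normalized fluorescence ratio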
# Platelet DG rel – inhibitors of platelet dense granule secretion, primary screen, cell-based, MLPCN, human platelets; human platelet-rich plasma, SFLLRN dense granule ATP release, luminescence; inhibition, %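 (compounds screened at 7.5 µM in platelet-rich plasma)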; actives 0.22% (n = 300,000); AID 1663, 2009;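 active means mean replicate score, as percent of positive control, at or above 50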
# hERG rescue – hERG rescue from dofetilide block, primary screen, cell-based, CHO-hERG, FluxOR thallium flux, dofetilide IC70; actives 0.51% (n = 310,000); activation (rescue from dofetilide block), less the hit threshold, % at 10 µM; AID 1511, 2009; dofetilide IC70 present;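 active means activation above the mean of controls blocked by dofetilide plus 5 SD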;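 further: thallium influx through hERG after potassium depolarization seen as dye fluorescence rise; in these data hits start at about 4.7%; inactives centre near -7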
# TRPC4 act – activators of mouse TRPC4 channel, primary screen, Fluo4 calcium, HEK293 TRPC4beta/mu-opioid cells. Short transient receptor potential channel 4 (Mus musculus), Q9QUQ5. Fluo4 calcium fluorescence; stronger effect = higher value. B-score at 10 µM. actives 0.49% (n = 310,000);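 active means B-score above 5 SD of library B-scores, and initial fluorescence ratio not above library mean plus 5 SD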;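 further: positive B-score marks a calcium rise read as TRPC4 activation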
#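 Material: TRPC4beta and mu-opioid receptor HEK293 stable cells | Incubation: 45 min room-temperature Fluo4 loading, 110 s read | Detection: Kinetic Fluo4 calcium fluorescence | Measure: Integrated baseline-normalised fluorescence ratio, converted to per-well B score | Benchmarks: Low control buffer alone, high control maximal DAMGO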
# Dyrk1A ADPGlo – rat Dyrk1A kinase inhibitors, primary screen, biochemical, single point, plate reader. Dual specificity tyrosine-phosphorylation-regulated kinase 1A (Rattus norvegicus), Q63470. ADP-Glo luminescence, NFATc1 peptide. inhibition, % at 12.5 µM. actives 0.43% (n = 310,000). AID 504441, 2011; in the data active means inhibition above about 50%;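 further: plate controls were vehicle with enzyme for no effect and no enzyme for full effect; many of its hits are not listed in these tables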
# KCNQ1 block – inhibitors of human KCNQ1 channel, primary screen, cell-based, thallium flux, high-throughput. Potassium voltage-gated channel subfamily KQT member 1 (Homo sapiens), P51787. actives 1.3% (n = 310,000). AID 2642, 2010. CHO-K1 KCNQ1, FluxOR thallium flux fluorescence; stronger effect = higher value. B-score at 10 µM;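 active means compounds whose thallium flux B-score, printed positive for inhibition, exceeds three library SD while starting fluorescence stays within three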;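 further: channel opened by potassium depolarization with thallium stimulus after 20 min compound exposure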
# TRPC4 inh – inhibitors of mouse TRPC4 channel, primary screen, Fluo4 calcium, HEK293 TRPC4beta/mu-opioid cells; DAMGO-evoked Fluo4 calcium flux; stronger effect = lower value; B-score at 10 µM; actives 0.39% (n = 300,000);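 active means B-score over 3 SD under the library average, no early fluorescence shift, positive overall ratio signal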
#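 Assay system: HEK293 cells with stable TRPC4beta plus mu-opioid receptor expression. Dosing: single dose. Measured by: Fluo4 Ca2+ flux fluorescence. Also added: DAMGO in two steps, submaximal then maximal. Read-out: B score from integrated Fluo4 fluorescence ratio.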
# PolyA inh – polyadenylation inhibitors in yeast reporter cells, primary screen, luminescence, S. cerevisiae | S. cerevisiae SKY197-pL101 polyadenylation reporter, beta-gal luminescence; efflux-impaired pdr1/pdr3 knockout yeast; score 100 = 6 SD above DMSO | calls only at 12 µM | actives 0.02% (n = 300,000) | AID 1875, 2009;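 active means lowest replicate activity score at least 50, where 100 means six control SD above control mean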;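 further: yeast exposed to compound for 9 h at 30 °C; higher score means more reporter readthrough which indicates perturbed polyadenylation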
# * marks the source's active call; other numbers are inactive results; i = inactive; · = not tested or not shown. Only part of the results is shown. The share of hits here may be higher or lower than overall.
Molecule,TRPC4 potent,KCNK3 block,KCNK9 inh,KCNQ1 pot,Platelet DG rel,hERG rescue,TRPC4 act,Dyrk1A ADPGlo,KCNQ1 block,TRPC4 inh,PolyA inh
C=CCC(C(=O)OC)(C(=O)OC)c1ccc([N+](=O)[O-])cc1[N+](=O)[O-],i,i,i,i,4,-13,i,·,i,i,i
CC1=C(C(=O)OCC2CCCCC2)C(c2ccc(F)cc2)NC(=O)N1 (stereo unspecified),i,i,i,i,-6,-6,i,8,i,i,i
CCC1(C)Cc2c(sc3nnn(CC(=O)Nc4ccc(Cl)cc4)c(=O)c23)CO1 (stereo unspecified),i,i,i,i,1,-5,i,2,i,i,i
N#Cc1cccc(NC(=O)CSc2ccccc2)c1,i,i,i,i,-4,-1,i,·,i,i,i
COC(=O)c1ccc(NC(=O)Nc2cccc(F)c2)cc1,i,i,i,i,-2,-10,i,-4,i,i,i
CCCCc1oc2c(c(=O)c1C)C(=O)CC(c1ccccc1)C2 (stereo unspecified),i,i,i,i,5,-10,i,-2,i,i,i
CC(C)(C)S(=O)(=O)c1cnc2c(-c3ccsc3)cnn2c1N,i,i,i,i,-2,-3,i,·,i,i,i
S=C(NCCc1ccccc1)N/N=C/c1ccccc1Cl,i,i,i,i,-7,-4,i,0,i,i,i
Cc1nc2ccc(NC(=O)CCS(=O)(=O)c3ccc(Cl)cc3)cc2s1,i,i,i,i,-4,-3,i,2,i,i,i
CCc1ccc(-c2nc(SCC(=O)NC3CC3)n[nH]2)cc1,i,i,i,i,-10,-6,i,20,i,i,i

# (next part)
Molecule,TRPC4 potent,KCNK3 block,KCNK9 inh,KCNQ1 pot,Platelet DG rel,hERG rescue,TRPC4 act,Dyrk1A ADPGlo,KCNQ1 block,TRPC4 inh,PolyA inh
CCOc1ccc2ncc(C(=O)c3ccc(OC)cc3)c(N3CCN(CC)CC3)c2c1,i,i,i,i,3,-10,120*,14,i,i,i
Cc1cccc(NC(=S)N=Nc2c(O)[nH]c3ccccc23)c1,i,i,i,i,-2,1,i,-3,i,i,i
CC(C)(C)OC(=O)NNC(=O)NC12CC3CC(CC(C3)C1)C2,i,i,i,i,1,-3,i,-2,i,i,i
Cc1ccc(-c2nnn(CC(=O)N(CC(=O)NC3CCCCC3)c3ccccc3F)n2)o1,i,i,i,i,2,-11,i,-3,i,i,i
COCCC(=O)N1CCc2ccc(NC(=O)c3ccc(C(F)(F)F)cc3)cc2C1,i,i,i,i,10,-8,i,1,i,i,i
CCc1nnc(NC(=O)CSc2nc(-c3ccccc3)c(-c3ccccc3)o2)s1,i,i,i,i,16,2,i,1,i,i,i
O=C(CN1CCOCC1)Nc1cc([N+](=O)[O-])ccc1Cl,i,i,i,i,-21,-10,i,·,i,i,i
O=S(=O)(NC(=NCc1ccccc1)c1ccc(F)cc1)c1ccc(Cl)cc1,i,i,i,i,6,-14,i,-3,i,i,i
O=C(Nc1cccc2c1CCCC2)c1ccc(Cl)c([N+](=O)[O-])c1,i,i,i,i,0,-9,i,12,i,i,i
CC(C)CN(C(=O)COC(=O)c1ccc2c(c1)OCO2)c1c(N)n(Cc2ccccc2)c(=O)[nH]c1=O,i,i,i,i,-7,-5,i,-2,i,i,i

# (next part)
Molecule,TRPC4 potent,KCNK3 block,KCNK9 inh,KCNQ1 pot,Platelet DG rel,hERG rescue,TRPC4 act,Dyrk1A ADPGlo,KCNQ1 block,TRPC4 inh,PolyA inh
CCOC(=O)CSc1nnc(CNC(=O)c2cccs2)n1-c1ccccc1,i,i,i,i,2,-9,i,1,i,i,i
O=c1[nH]c2cc(S(=O)(=O)CCO)ccc2o1,i,i,i,i,3,-10,i,2,i,i,i
Cc1cc(C)c2oc(=O)cc(CN3CCN(Cc4ccc5c(c4)OCO5)CC3)c2c1,i,i,i,i,-3,-8,i,-1,i,i,i
COc1ccccc1C(C#N)N1N=C(C)CC1(C)C (stereo unspecified),i,i,i,i,-7,1,i,-1,i,i,i
O=C(Nc1nccs1)C1CC2CCC1C2 (stereo unspecified),i,i,i,i,-5,-5,i,5,i,i,i
Cn1nnnc1SCC(=O)N1c2ccccc2CCc2ccccc21,i,i,i,i,0,2,i,3,i,i,i
CCCn1c(SCC(=O)c2cc(OC)ccc2OC)nnc1-c1ccco1,i,i,i,i,1,-2,i,7,i,i,i
CN1CCN(S(=O)(=O)c2ccc(NC(=S)NC(=O)C3CC3)cc2)CC1,i,i,i,i,-16,-4,i,-9,i,i,i
CC(=O)N1CCC(N2CCN(c3ccccc3F)CC2)CC1,i,i,i,i,9,-8,i,1,i,i,i
CCC(C)c1c(O)nc(SCC(=O)N2CCCCC2)[nH]c1=O (stereo unspecified),i,i,i,i,3,-4,i,3,i,i,i

# (continued)
Molecule,TRPC4 potent,KCNK3 block,KCNK9 inh,KCNQ1 pot,Platelet DG rel,hERG rescue,TRPC4 act,Dyrk1A ADPGlo,KCNQ1 block,TRPC4 inh,PolyA inh
COC(=O)c1cc(CSc2nc3ccccc3c(=O)n2C)oc1C,i,i,i,i,-1,-7,i,1,i,i,i
COc1cccc(C(=O)NCCSc2ccc(F)cc2)c1,i,i,i,i,9,-11,i,3,i,i,i
CN(C)C(CNC(=O)c1ccco1)c1cccs1 (stereo unspecified),i,i,i,i,-1,-7,i,4,i,i,·
CCOC(=O)N1CCC(NC(=O)C2CCCN(C(=O)c3cc4sccc4n3C)C2)CC1 (stereo unspecified),i,i,i,i,-1,-10,i,4,i,i,i
Oc1[nH]c2ccccc2c1N=Nc1cccc(Cl)c1,i,i,i,i,-2,-7,i,1,i,i,i
CC(C)CN1C(=O)/C(=C/c2cccs2)NC1=S,i,i,i,55*,2,49*,i,-2,i,i,i
CCc1nnc(NC(=O)c2cccnc2SC)s1,i,i,i,i,9,-20,i,0,i,i,i
Cc1sc(NC(=O)c2ccc(F)cc2)c(CN2CCCCCC2)c1C,i,i,i,i,-6,-4,i,-3,i,i,i
OC1CCN(Cc2cccc(Oc3ccccc3)c2)CC1,i,i,i,i,-3,-7,i,4,i,i,i
CN1/C(=C\C(=O)Nc2cccnc2)c2ccccc2CC1(C)C,i,i,i,i,-5,0,i,6,i,i,i

# New compounds follow
Molecule,TRPC4 potent,KCNK3 block,KCNK9 inh,KCNQ1 pot,Platelet DG rel,hERG rescue,TRPC4 act,Dyrk1A ADPGlo,KCNQ1 block,TRPC4 inh,PolyA inh
Nc1n[nH]c(-c2ccccc2)n1,i,i,i,i,-5,-11,i,6,i,i,i
CCOc1ccccc1N1CSC2=C(C#N)C(c3c(OC)ccc4ccccc34)CC(=O)N2C1 (stereo unspecified),i,i,i,i,-1,-13,i,1,i,i,i
CCOC(=O)c1c(C)n(C)c2ccc(OC)c(NC(=O)CCN3CCC(Cc4ccccc4)CC3)c12,i,i,i,i,8,1,i,-2,i,i,i
CCCNS(=O)(=O)c1ccc(OCC(=O)N2CCC(C(=O)OCC)CC2)cc1,i,i,i,i,3,-7,i,-2,i,i,i
CCOc1ccc(S(=O)(=O)N2CCOCC2)cc1NC(=O)CSC(=S)N1CCCC1,i,i,i,i,-4,-12,i,-2,i,i,i
Cc1ccc(C(C)C)c(OCC(O)CNC2CCCC2)c1 (stereo unspecified),i,i,i,i,10,-9,i,2,i,i,i
COC(=O)c1cc(S(=O)(=O)N2CCCC(C)C2)cn1C (stereo unspecified),i,i,i,i,6,-3,i,-6,i,i,i
CC/C(=N\NC(=O)c1ccc(CN(C)S(=O)(=O)c2ccc(C)cc2)cc1)c1ccc(OC(F)F)cc1,i,i,i,i,-22,-12,i,-9,i,i,i
O=C(O)CCCNC(=O)/C=C/c1ccco1,i,i,i,i,-1,-20,i,-4,i,i,i
COCCn1c(SCc2ccccc2Cl)nc2c1c(=O)[nH]c(=O)n2C,i,i,i,i,-3,-8,i,-1,i,i,i

# Continued.
Molecule,TRPC4 potent,KCNK3 block,KCNK9 inh,KCNQ1 pot,Platelet DG rel,hERG rescue,TRPC4 act,Dyrk1A ADPGlo,KCNQ1 block,TRPC4 inh,PolyA inh
COc1cccc(Oc2ccc(N/C=C/C(=O)C(C)(C)C)cc2)c1,i,i,i,i,-7,-9,i,-3,i,i,i
Cc1ccc(F)cc1NC(=O)N1CCN(C2c3ccccc3-c3ccccc32)CC1,i,i,i,i,-26,-6,i,-23,i,i,i
Cc1cc(C)c(S(=O)(=O)N2CCCC2=O)cc1N(C)S(C)(=O)=O,i,i,i,i,1,0,i,7,i,i,i
CC(C)n1cc(CN2CCC(C(=O)Nc3ccc(Oc4ccccc4F)cc3)CC2)cn1,i,i,i,i,-20,-16,i,3,i,i,i
CCOC(=O)C1(CCCc2ccccc2)CCN(C(=O)c2cc(C)nn2CC)CC1,i,i,i,i,-9,-10,i,-2,i,i,i
O=C(c1ncc[nH]1)c1ccccc1Cl,i,i,i,i,-3,-14,i,-2,i,i,i
O=C(Cn1cccn1)N1CCCC(N2CCN(Cc3ccc4c(c3)OCO4)CC2)C1 (stereo unspecified),i,i,i,i,6,-10,i,-4,i,i,i
COc1ccc(/C=C/C(=O)Nc2c(C)nn(C)c2C)cc1COc1ccc(Br)cc1,i,i,i,i,16,2,i,-2,i,i,i
O=c1cc(COc2ncnc3ccccc23)nc2sccn12,i,i,i,i,1,-3,i,0,i,i,i
COc1ccc(CNS(=O)(=O)c2cccc(S(=O)(=O)N3CCOCC3)c2)cc1,i,i,i,i,3,1,i,-1,i,i,i
CCCCOc1ccc(C2CC(=O)N(C)C2=O)cc1 (stereo unspecified),i,i,i,i,-5,-1,i,5,i,·,i
CCN(CC)C(=O)CSc1nc2c(sc(=S)n2-c2ccccc2)c(=O)n1-c1ccc(OC)c(OC)c1,i,i,i,i,-5,-10,i,0,i,i,i
